GalR3 antagonist – human GalR3 antagonism. AID 651719. HEK293 GalR3-CNG cAMP membrane potential fluorescence; galR3 body fused to GalR1 C-terminus. O60755. actives 0.44% (n = 360,000). inhibition, % at 3 µM;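 active = inhibition above the screen-wide average plus 3 SD, cut at about 13% in these data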;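 note: forskolin and galanin both at EC90 stimulate the cells; cAMP rise reported by CNG channel membrane potential dye signal; 0% = forskolin plus galanin with DMSO and 100% = forskolin alone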
HCV NS3 hel inh – blocks Hepatitis C virus NS3 helicase unwinding; inhibition, % at 10.9 µM; actives 0.56% (n = 290,000); NS3 helicase DNA unwinding, Cy5 molecular beacon fluorescence;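 active = inhibition above the mean of all tested compounds plus 3 SD, set per campaign, cut at about 35% in these data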;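 note: 0% = DMSO wells and 100% = thioflavine S control wells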
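Assay system: hepatitis C virus NS3 helicase domain fragment enzyme. Also added: annealed dual-labelled DNA beacon duplex, ATP-started. Timing: 1 h reaction at 25 °C, ATP-initiated. Technique: Cy5 fluorescence at 0 and 60 min, beacon hairpin quenching. Evaluation: % inhibition of unwinding. Replication: one well per compound.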
GPR7 antagonist – blocks human GPR7 receptor signaling | AID 1861 | GPR7-expressing cells, fluorescence antagonist assay | inhibition, % at 4.4 µM | actives 1.1% (n = 290,000) | P48145; in the data active = inhibition above about 16%, passing the limit was not always enough;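 note: cells stimulated with the agonist NPW; 0% = agonist with vehicle and 100% = vehicle without agonist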
Target sequence (P48145 whole entry, looked up): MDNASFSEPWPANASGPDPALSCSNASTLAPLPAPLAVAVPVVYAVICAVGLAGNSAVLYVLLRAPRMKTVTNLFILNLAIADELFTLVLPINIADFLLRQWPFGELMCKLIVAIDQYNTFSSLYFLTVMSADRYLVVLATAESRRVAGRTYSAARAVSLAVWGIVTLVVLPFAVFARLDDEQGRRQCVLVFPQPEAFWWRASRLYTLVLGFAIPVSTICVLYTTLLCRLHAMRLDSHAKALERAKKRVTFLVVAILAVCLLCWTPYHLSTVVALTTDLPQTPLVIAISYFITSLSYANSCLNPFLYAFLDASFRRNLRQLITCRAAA
IMP-1 inhibitor – blocks Pseudomonas aeruginosa IMP-1 metallo-beta-lactamase; AID 1556; inhibition, % at 5.6 µM; actives 0.45% (n = 290,000); purified IMP-1, nitrocefin hydrolysis, epi-absorbance fluorescence;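 active = inhibition above the mean plus 3 SD of all compounds in the same screening run, cut at about 4.5% in these data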;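 note: 0% = IMP-1 with DMSO and 100% = DMSO wells lacking enzyme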
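System: purified IMP-1 / Input: IMP-1 dispensed at 0.2 nM / Medium: 50 mM HEPES pH 7.1, 50 µM ZnSO4, 0.05% Brij 35 / Timing: 15 min enzyme–compound preincubation, then 25 min nitrocefin reaction, 25 °C / Technique: plate fluorescence quenching by hydrolysis product, ex 480/em 530 nm / Repeats: singlicate testing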
OXTR ag – agonists of human oxytocin receptor | P30559 | CHO-OTR cells, Fluo-8 calcium fluorescence; normalized: DMSO 0%, oxytocin 100% | activation, % at 3 µM | AID 2435 | actives 0.32% (n = 320,000);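 active = activation above the mean of all tested compounds plus 3 SD, cutoff set per screening run, cut at about 20% in these data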;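 note: peak over basal fluorescence ratio from a 100 s FLIPR kinetic read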
VIM-2 inhibitor – blocks Pseudomonas aeruginosa VIM-2 metallo-beta-lactamase | inhibition, % at 5.6 µM | actives 0.89% (n = 290,000) | purified VIM-2, nitrocefin hydrolysis, epi-absorbance fluorescence | AID 1527;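 active = inhibition above the mean of all tested compounds plus 3 SD, cutoff set per screening run, cut at about 7.5% in these data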;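 note: red hydrolysis product quenches plate fluorescence so inhibitors raise well fluorescence; 0% = enzyme with DMSO and 100% = DMSO without enzyme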
PHOSPHO1 inh – PHOSPHO1 (human) inhibition | AID 1565 | recombinant PHOSPHO1, absorbance phosphatase assay | actives 1.1% (n = 290,000) | inhibition, % at 13.3 µM | Q8TCT1; in the data active = inhibition above about 60%
Target sequence (Q8TCT1 whole entry, looked up): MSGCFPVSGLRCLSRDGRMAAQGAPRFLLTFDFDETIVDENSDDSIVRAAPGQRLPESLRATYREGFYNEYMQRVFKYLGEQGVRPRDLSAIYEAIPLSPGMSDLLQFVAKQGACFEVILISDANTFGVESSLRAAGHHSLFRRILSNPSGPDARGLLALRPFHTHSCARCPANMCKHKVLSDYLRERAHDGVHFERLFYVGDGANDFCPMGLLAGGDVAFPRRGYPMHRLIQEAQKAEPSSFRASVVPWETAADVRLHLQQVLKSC
V1R ag counter – counter-screen for oxytocin receptor agonists: human V1a receptor agonists; CHO-V1R cells, Fluo-8 calcium fluorescence, agonist mode; 0% DMSO, 100% 3 nM vasopressin; AID 2797; activation, % at 3 µM; actives 0.25% (n = 320,000);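 active = activation above the mean activation of all tested compounds plus 3 SD, per screening run, cut at about 20% in these data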;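 note: signal is peak over basal fluorescence ratio across a 100 second FLIPR read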
Target sequence (P37288 whole entry, looked up): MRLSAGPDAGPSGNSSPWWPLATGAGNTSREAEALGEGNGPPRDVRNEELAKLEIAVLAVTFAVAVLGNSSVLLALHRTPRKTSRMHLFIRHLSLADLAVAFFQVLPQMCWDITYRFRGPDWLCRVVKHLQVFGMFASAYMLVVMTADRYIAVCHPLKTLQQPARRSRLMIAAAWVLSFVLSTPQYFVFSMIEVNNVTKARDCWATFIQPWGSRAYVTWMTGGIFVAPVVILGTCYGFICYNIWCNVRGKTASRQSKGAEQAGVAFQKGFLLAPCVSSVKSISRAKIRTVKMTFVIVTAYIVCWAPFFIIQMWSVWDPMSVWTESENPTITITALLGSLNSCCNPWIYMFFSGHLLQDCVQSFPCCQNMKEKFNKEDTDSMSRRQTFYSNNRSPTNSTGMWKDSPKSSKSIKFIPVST
FID counter – displaces DNA intercalator in HCV helicase counter-screen; DNA fluorescent intercalator displacement, fluorescence; inhibition, % at 7.9 µM; actives 0.17% (n = 290,000); AID 1845; in the data active = inhibition above about 37%;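 note: 0% = vehicle and 100% = reference compound; higher means more ethidium bromide displaced from hairpin DNA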
* = called active by the depositor; nt = not tested or not shown.

The opening 5 compounds, to show the layout:
SMILES | GalR3 antagonist | HCV NS3 hel inh | GPR7 antagonist | IMP-1 inhibitor | OXTR ag | VIM-2 inhibitor | PHOSPHO1 inh | V1R ag counter | FID counter
O=C(NC1CCCc2c1cnn2-c1ccc(F)cc1F)c1cnccn1 (stereo not given) | -5 | -6 | -15 | -1.3 | 1.2 | -1.5 | 20 | 3.7 | -10
C=CCOC(=O)/C(=C/c1cccnc1)NC(=O)c1ccccc1 | 0 | 2 | 4 | -3.2 | -0.4 | -1.5 | 2 | 0.6 | -3
CC1(C)CC(=O)C2=C(C1)OC(N)=C(C#N)C2c1ccccc1[N+](=O)[O-] (stereo not given) | -6 | -8 | 3 | -2.2 | 4.2 | -3.1 | 45 | 7.2 | 0
Cc1ccc(Cc2cnc(N3C(=N)SC(C)C3=O)s2)cc1 (stereo not given) | -5 | 10 | -9 | -1.4 | -0.3 | -2.5 | 2 | 1.0 | -11
CC(=O)NCCC(=O)Nc1cccc(S(=O)(=O)N(C)c2ccccc2)c1 | 2 | 2 | -1 | -4.4 | 0.3 | -4.0 | -2 | 1.0 | 1

The listing (from the top)
SMILES | GalR3 antagonist | HCV NS3 hel inh | GPR7 antagonist | IMP-1 inhibitor | OXTR ag | VIM-2 inhibitor | PHOSPHO1 inh | V1R ag counter | FID counter
O=C(NC1CCCc2c1cnn2-c1ccc(F)cc1F)c1cnccn1 (stereo not given) | -5 | -6 | -15 | -1.3 | 1.2 | -1.5 | 20 | 3.7 | -10
C=CCOC(=O)/C(=C/c1cccnc1)NC(=O)c1ccccc1 | 0 | 2 | 4 | -3.2 | -0.4 | -1.5 | 2 | 0.6 | -3
CC1(C)CC(=O)C2=C(C1)OC(N)=C(C#N)C2c1ccccc1[N+](=O)[O-] (stereo not given) | -6 | -8 | 3 | -2.2 | 4.2 | -3.1 | 45 | 7.2 | 0
Cc1ccc(Cc2cnc(N3C(=N)SC(C)C3=O)s2)cc1 (stereo not given) | -5 | 10 | -9 | -1.4 | -0.3 | -2.5 | 2 | 1.0 | -11
CC(=O)NCCC(=O)Nc1cccc(S(=O)(=O)N(C)c2ccccc2)c1 | 2 | 2 | -1 | -4.4 | 0.3 | -4.0 | -2 | 1.0 | 1
CC1(C)CC(=O)c2c(n(S(=O)(=O)c3ccccc3)c3ccc(NS(=O)(=O)c4ccccc4)cc23)C1 | -3 | -3 | -2 | -0.8 | -0.1 | -1.0 | -6 | 0.2 | 0
Cc1ccccc1NC(=S)NCc1ccc2c(c1)OCO2 | 0 | -8 | -3 | -1.6 | 0.4 | -0.4 | 31 | 0.9 | -2
COc1cc2c(cc1OC)C(c1ccc3c(c1)OCO3)C1=C(CC(C)(C)CC1=O)N2 (stereo not given) | 13* | -7 | -10 | 0.4 | -1.6 | -3.0 | 33 | -1.1 | -5
Cc1cc(C)c([N+](=O)[O-])cc1NC(=O)CCSc1ccccc1Cl | -2 | -5 | -7 | -3.2 | -0.9 | -2.5 | 5 | -0.6 | 1
CCOC(=O)N1CCC(c2cc(=O)n3[nH]c(C)c(-c4ccc(F)cc4)c3n2)CC1 | 0 | 6 | 1 | -3.0 | -0.3 | -3.1 | 14 | 0.1 | -38
Cn1c(SCC(=O)NCc2ccco2)nnc1-c1ccc(S(=O)(=O)N2CCOCC2)cc1 | -4 | 5 | -12 | -4.8 | -0.1 | -1.6 | 1 | 0.4 | -4
CCOc1ccc(/C(O)=C2/C(=O)C(=O)N(c3cc(C)on3)C2c2ccc(C(=O)OC)cc2)cc1 (stereo not given) | -5 | 5 | 9 | 1.3 | -0.6 | 1.4 | 53 | 0.6 | -19
NC(=O)c1cccnc1Oc1ccc(Cl)cc1 | -1 | 6 | 14 | 0.8 | 0.0 | 0.1 | -1 | -0.7 | -2
CCOC(=O)C(=O)Nc1ccc([N+](=O)[O-])cc1OC | 7 | 2 | -7 | -4.1 | -0.6 | -3.5 | 19 | -0.7 | -1
Cc1ccc(C)c(C(=O)CN2Cc3ccccc3C2=O)c1 | -2 | 1 | -8 | -2.0 | -1.0 | -0.9 | 41 | -0.4 | -13
CC(=O)Nc1ccc(NC(=O)C2CCN(C(=O)C3CC(=O)N(c4ccc(C)cc4)C3)CC2)cc1 (stereo not given) | 7 | 3 | -9 | -2.8 | -0.2 | -0.9 | 46 | 0.1 | -30
CN(CCC#N)CC(=O)Nc1ccc(NC(=O)CN(C)CCC#N)cc1 | -6 | 0 | -3 | -3.0 | -0.5 | -1.1 | 40 | 0.6 | -4
COC(=O)C1=CNC=C(C(=O)OC)C1c1ccccc1Cl | -2 | -3 | -3 | -6.4 | -1.1 | -4.5 | -59 | -0.4 | -5
CCc1nc(Nc2ccccc2F)c2oc3ccccc3c2n1 | -10 | -11 | -10 | -4.2 | -2.4 | -1.6 | nt | -1.3 | -25
CC(=O)c1c(-c2ccccc2)c2cc(Cl)ccc2[nH]c1=O | -4 | 0 | -4 | -3.5 | -0.5 | -2.6 | 41 | -0.9 | 3
COC(=O)c1ccc(N2CCc3ccccc32)c([N+](=O)[O-])c1 | -10 | 35 | 12 | -2.9 | -0.6 | -0.7 | 38 | -0.4 | -11
CCOc1ccccc1/C=N/OCC(=O)NCc1ccc(F)cc1 | -6 | -4 | -14 | -1.1 | -1.8 | -0.6 | 12 | -1.7 | -19
CC1=C(C(=O)Nc2ccc(F)c(F)c2)C(c2cccs2)NC(=S)N1 (stereo not given) | -4 | 3 | 1 | -1.9 | 0.1 | 1.1 | -5 | -0.5 | 0
COCCN1Cc2cccc(C(=O)Nc3ccc(S(=O)(=O)N4CCCCCC4)cc3)c2C1=O | -3 | 17 | 14 | 1.7 | 0.0 | 1.5 | 24 | 0.3 | 2
CC(C)CC(COCc1ccc(Cl)cc1)N1CCN(C(=O)c2ccc(C(F)(F)F)cc2)CCC1=O (stereo not given) | -10 | -5 | 2 | -2.5 | -1.8 | -0.8 | -6 | -0.3 | -36
COC(=O)c1ccc(C)c(NS(=O)(=O)c2ccc3c(c2)OCCO3)c1 | nt | 1 | 23 | -1.8 | 2.7 | -3.3 | 34 | 1.4 | -11
C[C@@H](C(=O)NCc1c(F)cccc1Cl)N1C(=O)N2CCc3c([nH]c4ccccc34)[C@@]2(C)C1=O | -8 | -22 | 7 | -3.3 | -0.4 | -2.5 | 13 | 2.6 | -34
Cc1cc(NS(=O)(=O)c2ccc(NC(=O)c3cnc4sccn4c3=O)cc2)nc(C)n1 | nt | 3 | 0 | -2.2 | 0.1 | -0.4 | -16 | 0.5 | -5
Cn1nnc2cc(C(=O)Nc3ccccc3F)ccc21 | -4 | 3 | -5 | -1.1 | 1.2 | -2.3 | 36 | 0.1 | -2
CC/C(=N/NC(=O)CNc1ccc(Cl)cc1C)c1ccccc1 | -3 | 10 | -3 | -4.1 | 1.5 | -1.0 | -10 | 0.2 | -3
CCCC(O)(CCC)C(=O)NN1CCCCC1 | nt | -8 | -8 | -0.9 | 0.6 | -7.9 | 18 | -0.7 | 2
CC(C(=O)Nc1ccc(Cl)cc1)N(C)Cc1cccs1 (stereo not given) | -8 | -9 | 2 | -0.3 | -2.0 | 0.1 | 15 | -0.1 | -6
Cc1cc(C)c(NC(=O)COC(=O)c2cccc3c2C(=O)c2ccccc2C3=O)c(C)c1 | -1 | -15 | -9 | -2.5 | -2.4 | -3.2 | 2 | -1.1 | -3
C=CCNc1nc(-c2ccc3c(c2)OCCO3)cs1 | -1 | -1 | -10 | 1.3 | -1.1 | -2.3 | 15 | -0.1 | -6
C/C(=N\NC(=O)CNC(=O)C(c1ccccc1)c1ccccc1)c1ccc(C(C)(C)C)cc1 | 1 | 5 | 1 | -1.4 | -1.5 | -3.5 | 0 | 0.9 | -8
COc1ccc(C(=O)CSc2nnc(CNC(=O)c3ccco3)n2C)cc1OC | -8 | 5 | -6 | -2.1 | 2.1 | 3.3 | 18 | 0.2 | -13
Cc1cc(N2CCN(C)CC2)nc2ccc(NC(=S)N3CCN(c4ccccn4)CC3)cc12 | -5 | -39 | -17 | -1.5 | -0.6 | 0.4 | 37 | 1.9 | 34
COc1ccc(-c2csc(Nc3ccccn3)n2)cc1OC | -10 | -20 | -4 | -1.9 | -2.9 | -1.4 | 34 | -1.1 | -22
CC(=O)N1N=C(c2cccc([N+](=O)[O-])c2)OC1c1cccc(Br)c1 (stereo not given) | -2 | 1 | -8 | -0.1 | 0.0 | -0.4 | 34 | 1.6 | 2
CCCc1nc2ccccc2c(C(=O)OCC(=O)N2CCc3ccccc32)c1CC | -2 | 6 | -20 | -3.7 | -1.0 | -0.8 | -6 | 0.9 | -9
COc1ccc(S(=O)(=O)N(CC(=O)NCc2ccco2)c2ccc(F)cc2)cc1 | 2 | -1 | -10 | -3.5 | 4.0 | -4.2 | -22 | 5.3 | -26
COc1cnc(-c2ccccc2)nc1Sc1ccccc1 | -5 | -3 | -2 | -0.3 | 2.5 | -0.4 | 24 | 0.4 | 5
O=C(NC(=S)Nc1c(Cl)ccc2nsnc12)c1ccccc1F | 1 | 20 | 13 | 2.1 | -1.0 | -0.5 | 18 | -0.7 | -8
O=C(NC1CCN(Cc2cccc([N+](=O)[O-])c2)CC1)c1ccccc1 | -6 | 3 | -10 | -3.6 | 0.2 | -2.9 | 42 | 0.5 | 1
NS(=O)(=O)c1ccc(NS(=O)(=O)c2ccc(C3CNC(=O)C3)cc2)cc1 (stereo not given) | -7 | 5 | -5 | -0.8 | 0.4 | -2.1 | 23 | -0.2 | -7
COc1ccccc1NC(=O)CN1CCC(c2nc3ccccc3[nH]2)CC1 | -1 | 6 | -12 | -2.2 | -2.2 | 0.3 | 12 | 0.1 | -10
CC(C)c1nc(SCc2c(F)cccc2Cl)c2c(=O)n(C)c(=O)n(C)c2n1 | nt | -1 | -9 | -4.1 | 1.0 | -3.7 | 6 | 0.2 | -3
COc1ccc(CNC(=O)C(c2ccc(C)o2)N(C(=O)c2csnn2)c2ccc(C(C)C)cc2)cc1 (stereo not given) | -6 | -15 | 5 | -2.1 | -1.9 | 0.6 | 1 | 3.3 | -24
COc1cccc(N2CCN(C(=O)c3ccc(CS(=O)c4ccc(Cl)cc4)o3)CC2)c1 (stereo not given) | 3 | -4 | 14 | -1.2 | 3.7 | -5.8 | 32 | 6.3 | -60
COCCC(=O)N1CCc2c([nH]c3ccccc23)C1C(C)(C)C (stereo not given) | 0 | 13 | -3 | -3.7 | -0.3 | -2.2 | 41 | -0.1 | -23
CCC1CCCCN1CCCNC(=O)Cn1c(=O)c2cccn2c2ccccc21 (stereo not given) | -6 | -2 | -5 | -0.4 | 0.6 | -3.3 | 16 | 0.0 | 4
Cc1cc2c(c(=O)n1C)C(Cc1ccccc1)C(C#N)=C(N)O2 (stereo not given) | -3 | 1 | -1 | -1.8 | -0.2 | -2.5 | 0 | -1.2 | -2
CCC(=O)N1CCN=C1SCc1cc(C)ccc1C | 0 | -6 | -15 | -2.8 | -2.3 | -2.3 | 38 | -1.5 | -20
Cc1occc1C(=O)Nc1cccc(Cn2cccn2)c1 | -7 | -5 | -13 | -0.6 | -0.3 | -3.4 | 5 | 0.1 | -17

Bioassay records as filed in PubChem.
